Bioassay records: PubChem BioAssay, several laboratories
TRPC4 potent = allosterically enhances the mouse TRPC4 cation channel; Q9QUQ5; HEK293 TRPC4beta/mu-opioid, DAMGO EC20, Fluo-4 Ca2+ flux; stronger effect = higher value; B-score at 10 µM; 310,000 compounds, 0.42% hits; AID 2227;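 active means B-score of calcium response area above 5 SD of library B-scores, with initial fluorescence ratio within 5 SD of library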;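 further: B-score of integrated fluorescence ratio over time as area under calcium response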
Target sequence (Q9QUQ5 whole entry, looked up): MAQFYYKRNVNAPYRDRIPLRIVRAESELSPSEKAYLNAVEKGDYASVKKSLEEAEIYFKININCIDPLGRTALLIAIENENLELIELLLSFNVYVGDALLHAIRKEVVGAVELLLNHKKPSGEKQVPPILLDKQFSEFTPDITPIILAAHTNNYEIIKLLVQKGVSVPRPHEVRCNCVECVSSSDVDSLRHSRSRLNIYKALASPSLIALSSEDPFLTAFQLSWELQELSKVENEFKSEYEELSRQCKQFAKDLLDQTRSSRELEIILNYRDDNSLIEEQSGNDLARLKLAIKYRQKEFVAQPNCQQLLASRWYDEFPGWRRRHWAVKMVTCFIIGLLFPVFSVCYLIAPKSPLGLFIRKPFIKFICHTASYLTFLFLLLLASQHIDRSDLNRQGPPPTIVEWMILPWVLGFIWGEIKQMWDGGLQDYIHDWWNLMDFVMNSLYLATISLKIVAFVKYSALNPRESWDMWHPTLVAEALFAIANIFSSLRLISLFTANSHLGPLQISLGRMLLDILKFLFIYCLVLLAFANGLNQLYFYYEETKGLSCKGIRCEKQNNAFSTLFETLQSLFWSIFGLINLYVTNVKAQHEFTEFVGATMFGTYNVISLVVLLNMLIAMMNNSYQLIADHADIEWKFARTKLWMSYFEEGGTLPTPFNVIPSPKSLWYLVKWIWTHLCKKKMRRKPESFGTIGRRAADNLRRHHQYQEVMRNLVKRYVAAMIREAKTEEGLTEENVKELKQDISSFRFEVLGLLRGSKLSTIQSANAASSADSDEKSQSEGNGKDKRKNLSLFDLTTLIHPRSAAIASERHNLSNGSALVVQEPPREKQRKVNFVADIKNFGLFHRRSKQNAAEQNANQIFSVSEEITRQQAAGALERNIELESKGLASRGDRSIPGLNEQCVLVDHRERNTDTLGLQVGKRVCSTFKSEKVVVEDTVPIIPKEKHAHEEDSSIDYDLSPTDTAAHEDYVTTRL
hERG protect = compounds protecting human hERG from proarrhythmic drug block; Q12809; CHO-hERG, FluxOR thallium flux, dofetilide IC70 present; activation (rescue from dofetilide block), less the hit threshold, % at 10 µM; 310,000 compounds, 0.51% hits;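 active means activation above the mean of controls blocked by dofetilide plus 5 SD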;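 further: thallium influx through hERG after potassium depolarization seen as dye fluorescence rise; in these data hits start at about 4.7%; inactives centre near -7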
TRPC4 act = TRPC4 (mouse) channel activation; HEK293 TRPC4beta/mu-opioid, Fluo4 calcium fluorescence; stronger effect = higher value; B-score at 10 µM; 310,000 compounds, 0.49% hits; Q9QUQ5;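 active means B-score above 5 SD of library B-scores, and initial fluorescence ratio not above library mean plus 5 SD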;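 further: positive B-score marks a calcium rise read as TRPC4 activation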
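System: HEK293 cells stably co-expressing mouse TRPC4beta and mu-opioid receptor; Schedule: Fluo4 dye loading 45 min at room temperature, 110 s recording; Detection: Fluo4 fluorescence, kinetic; Evaluation: B-scored integrated calcium fluorescence ratio; Controls: buffer (low) and maximal DAMGO (high).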
TMEM16A act = activates or potentiates the mouse TMEM16A chloride channel | HEK293 TMEM16A/YFP-H148Q/I152L, iodide quench fluorescence; stronger effect = lower value | AID 623877 | Q8BHY3 | 340,000 compounds, 0.3% hits | B-score at 10 µM;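 active means fluorescence-ratio B-score plate-corrected deviation score at least 3 library SD below zero, with starting fluorescence score within 5 deviations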;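 further: channel opened by trigger with iodide after compound preincubation; score built on the fluorescence ratio of max minus min over baseline; more negative score means more quench and so TMEM16A activation or potentiation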
HDAC3 inh = inhibitors of human histone deacetylase 3; O15379; recombinant HDAC3, fluorogenic peptide/trypsin coupled, fluorescence; inhibition, % at 8.3 µM; 320,000 compounds, 0.15% hits; AID 2718; in the data active means inhibition above about 26%, passing the limit was not always enough
DYRK1A inh = inhibitors of rat Dyrk1A kinase | Q63470 | ADP-Glo luminescence, NFATc1 peptide | inhibition, % at 12.5 µM | 310,000 compounds, 0.43% hits | AID 504441; in the data active means inhibition above about 50%;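 further: plate controls were vehicle with enzyme for no effect and no enzyme for full effect; many of its hits are not listed in these tables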
KCNK3 block = human KCNK3 channel inhibition, primary screen; O14649; CHO-KCNK3 thallium flux, FluxOR fluorescence; stronger effect = lower value; B-score at 10 µM; 340,000 compounds, 0.84% hits;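 active means B-score under library mean minus 4 SD, starting fluorescence ratio at most library mean plus 5 SD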;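 further: more negative B-score means stronger inhibition of thallium flux through KCNK3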
KCNK9 inh = inhibitors of human KCNK9 two-pore domain potassium channel. Q9NPC2. HEK293 KCNK9, FluxOR thallium flux fluorescence; stronger effect = lower value. B-score at 10 µM. 310,000 compounds, 1.2% hits;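 active means ratio B-score over 3 SD below the library mean, with starting fluorescence within 5 SD of its mean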;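 further: negative B-score means less thallium flux so channel inhibition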
TMEM16A inh = blocks the mouse calcium-activated chloride channel TMEM16A | Q8BHY3 | HEK293 TMEM16A/YFP iodide influx fluorescence, ionomycin | AID 588511 | normalized B-score (activity score, 25-100; higher = stronger inhibition) at 10 µM | 310,000 compounds, 1.2% hits;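 active means ratio plate-corrected score three or more library SD toward inhibition, starting fluorescence score within five deviations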;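 further: score derived from kinetic fluorescence span divided by baseline fluorescence per well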
KCNQ1 inh = human KCNQ1 channel inhibition; P51787; CHO-K1 KCNQ1, FluxOR thallium flux fluorescence; stronger effect = higher value; B-score at 10 µM; 310,000 compounds, 1.3% hits; AID 2642;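 active means compounds whose thallium flux B-score, printed positive for inhibition, exceeds three library SD while starting fluorescence stays within three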;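 further: channel opened by potassium depolarization with thallium stimulus after 20 min compound exposure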
KCNQ1 act = human KCNQ1 channel potentiation or activation; P51787; CHO-K1 KCNQ1, thallium flux FluxOR fluorescence; stronger effect = higher value; B-score at 10 µM; 310,000 compounds, 0.35% hits;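 active means fluorescence ratio B-score, a plate-corrected score, at least three library SD, with initial intensity B-score within 5 SD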
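assay system = KCNQ1-transfected CHO-K1 cells | medium = assay buffer with matched DMSO | probe or stimulus = depolarizing K+/Tl+ stimulus, K2SO4 and Tl2SO4 each 12.5 mM in 5x stock | dosing = single dose | incubation = dye 90 min, compound 20 min, room temperature | detection = kinetic FluxOR fluorescence, 10 s baseline plus 110 s post-stimulus | evaluation = ratio B score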
Numbers without * were called inactive; i = inactive; nt = no result given; & = joins results of further samples. An excerpt, so the mix of outcomes need not match the whole.

SMILES | TRPC4 potent | hERG protect | TRPC4 act | TMEM16A act | HDAC3 inh | DYRK1A inh | KCNK3 block | KCNK9 inh | TMEM16A inh | KCNQ1 inh | KCNQ1 act
CCC(C(=O)OCC(=O)Nc1cccc(C(C)=O)c1)c1ccccc1 (centres undefined) | i | -11.6 | i | i | -4.6 | 5.4 | i | i | i | i | i
O=C(CSc1nnc(NC(=O)c2c(F)cccc2F)s1)Nc1ccc(F)cc1 | i | -19.3 | i | i | 0.3 | 0.7 | i | i | i | i | i
CCC1S/C(=N/N=C/c2cccs2)NC1=O (centres undefined) | i | -10.9 | i | i | 2.3 | 5.5 | i | i | i | i | i
O=C(O)CCNS(=O)(=O)c1ccc2c(c1)OCCCO2 | i | -13.1 | i | i | 1.5 | nt | i | i | i | i | i
CC(C)C1Oc2ccccc2N(CC(=O)N(C)C2CCCCC2)C1=O (centres undefined) | i | -6.0 | i | i | -1.9 | 1.1 | i | i | i | i | i
CC(C)c1nc(SCc2ccccn2)c2c(=O)n(C)c(=O)n(C)c2n1 | i | -8.9 | 52* | i | -5.4 | 3.6 | i | i | i | i | i
CC(=O)Nc1ccc(Cl)cc1C1COC(=O)C1=N (centres undefined) | i | -11.9 | i | i | 11.1 | 6.0 | i | i | i | i | i
COc1cc(=O)[nH]c(SCC(=O)Nc2nc3c(s2)CCCC3)n1 | i | -0.9 | i | i | -2.7 | 10.7 | i | i | i | i | i
O=S(=O)(c1ccccc1Cl)N1CCCC1c1nc(-c2cccc(Cl)c2)no1 (centres undefined) | i | -18.5 | i | i | 8.5 | 3.0 | i | i | i | i | i
CN(C(=O)c1ccccn1)C1(C(=O)NC2CCCCC2)CCCCC1 | i | -6.1 | i | i | 5.5 | 6.3 | i | i | i | i | i
CCC(=O)NNc1ncnc2c1cnn2-c1cccc(C)c1 | i | -16.5 | i | i | -4.5 | nt | i | i | i | i | i
CCCCNC(=O)c1nn2c(C(F)(F)F)cc(-c3ccc(OC)cc3)nc2c1Br | i | 0.4 | i | i | 0.8 | -2.9 | i | i | i | i | i
O=C(O)CCCC(=O)N1N=C(c2c(-c3ccccc3)c3cc(Cl)ccc3[nH]c2=O)CC1c1cccs1 (centres undefined) | i | -10.2 | i | i | -7.5 | -5.5 | i | i | i | i | i
Cc1nc(SCC(C)C)[nH]c(=O)c1Cc1ccccc1 | i | -6.7 | i | i | -0.8 | -2.5 | i | i | i | i | i
O=[N+]([O-])c1ccc(Cl)c(S(=O)(=O)/N=C(/c2ccccc2)N2CCOCC2)c1 | i | -4.5 | i | i | -0.2 | 0.6 | i | i | i | i | i
CCc1nnc(NC(=O)c2ccc(OC)cc2)s1 | i | -7.7 | i | i | 6.8 | -2.8 | i | i | i | i | i
COc1ccc(CC(=O)Nc2ccc(-c3cn4ccccc4n3)cc2)cc1 | i | -2.7 | i | i | -0.6 | 2.5 | i | i | i | i | i
C[C@H](NC(=O)c1ccc(Br)cc1)C(=O)NCc1ccc(S(N)(=O)=O)cc1 | i | -4.7 | i | i | 16.0 | 4.3 | i | i | i | i | i
CN(c1ccc(C(=O)NCc2ccncc2)cc1)S(=O)(=O)c1ccc(Cl)cc1 | i | -11.6 | i | i | nt | -3.1 | i | i | i | i | i
O=c1c2cn[nH]c2[nH]c(=S)n1-c1ccccc1Cl | i | -21.2 | i | i | 11.5 | -1.2 | i | i | i | i | i
O=C(NC1CCCC1)C(c1ccncc1)N(C(=O)c1ccco1)c1ccccc1 (centres undefined) | i | -9.1 | i | i | -3.3 | 3.9 | i | i | i | i | i
COc1ccc(NC(=O)COC(=O)C2CC(=O)N(Cc3ccc(C)cc3)C2)cc1 (centres undefined) | i | -7.0 | i | i | 2.9 | -1.6 | i | i | i | i | i
CCn1ccc(C(=O)Nc2ccsc2C(=O)OC)n1 | i | -8.3 | i | i | -5.0 | 40.6 | i | i | i | i | i
O=C1OCCC1Sc1ncnc2sc3c(c12)CCC3 (centres undefined) | i | -2.8 | i | i | -7.1 | 1.2 | i | i | i | i | i
COc1ccc(C2CC(=O)Oc3cc(O)cc(O)c32)cc1 (centres undefined) | i | -10.0 | i | i | 2.7 | 7.3 | i | i | i | i | i
CC(C)CC(=O)NC(=S)Nc1ccc(S(=O)(=O)NC(C)(C)C)cc1 | i | -10.6 | i | i | -7.3 | -0.8 | i | i | i | i | i
CC(C)(C)c1ccc(NC(=O)c2ccc3c(c2)S(=O)(=O)c2ccccc2C3=O)cc1 | i | -10.8 | i | i | -8.9 | -7.2 | i | i | i | i | i
CC(C)N1CC(COc2ccccc2Cl)OC1=O (centres undefined) | i | -4.3 | i | i | 11.2 | -18.8 | i | i | i | i | i
CNCCOc1nc(N2CCOCC2)nc(C)c1[N+](=O)[O-] | i | -6.7 | i | i | 5.7 | 0.9 | i | i | i | i | i
CCS(=O)(=O)c1ccc(OC)c(N=Nc2ccc(O)c3ncccc23)c1 | i | -10.0 | i | i | 6.1 | -1.2 | i | i | i | i | i
CSc1nc(Cc2ccccc2)cc(=O)[nH]1 | i | -5.5 | i | i | 0.2 | 0.3 | i | i | i | i | i
COC(=O)c1ccc(NC(=O)C2CC(=O)OC2c2ccccc2)cc1 (centres undefined) | i | -4.1 | i | i | -3.6 | 9.4 | i | i | i | i | i
COc1ccc(N=NC2C(=O)N(c3ccccc3)N=C2C)cc1 (centres undefined) | i | -3.4 | i | i | 3.4 | 0.5 | i | i | i | i | i
COc1ccc(/C(N)=N/OC(=O)c2ccc(Br)o2)cc1 | i | -4.5 | i | i | 0.9 | -2.4 | i | i | i | i | i
CCC(=O)N1N=C(c2ccc(C)o2)CC1c1ccc(OC)cc1 (centres undefined) | i | -3.4 | i | i | 2.6 | nt | i | i | i | i | i
CCOCc1[nH]c(=S)[nH]c(=O)c1Cc1ccc(OC(C)C)cc1 | i | -5.3 | i | i | 9.4 | 7.8 | i | i | i | i | i
COc1cc(C(=O)Nc2nnc(C3CC3)s2)ccc1OCc1c(C)noc1C | i | -1.4 | i | i | -10.5 | 2.3 | i | i | i | i | i
Cc1ccc(S(=O)(=O)N2CCC(C(=O)N3CCC3)CC2)cc1 | i | -6.8 | i | i | -0.1 | -2.5 | i | i | i | i | i
CC(=O)NC(CC(=O)OCC(=O)c1c(N)n(C)c(=O)n(C)c1=O)c1ccccc1 (centres undefined) | i | -7.0 | i | i | -1.0 | -4.2 | i | i | i | i | i
Oc1ccc2ccccc2c1N=Nc1ccc(F)cc1 | i | -7.2 | i | i | -4.5 | -7.2 | i | i | i | i | i
CCc1ccc(S(=O)(=O)c2cn(C)c3cc(OC)c(OC)cc3c2=O)cc1 | i | -7.2 | i | i | -0.5 | 6.5 | i | i | i | i | i
CC(=O)OCC(=O)[C@@]1(O)CC[C@H]2[C@@H]3CCC4=CC(=O)CC[C@]4(C)[C@H]3[C@@H](O)C[C@@]21C | i | -7.6 | i | i | -2.3&-2.7 | 6.2&8.7 | i | i | i | i | i
O=C(O)c1ccc(COc2ccccc2/C=C2\NC(=O)N(Cc3ccc(F)cc3)C2=O)cc1 | i | -11.5 | i | i | -3.5 | -0.4 | i | i | i | i | i
CCC1CCCCN1S(=O)(=O)c1ccc(C(=O)Nc2nnc(-c3ccccc3Cl)o2)cc1 (centres undefined) | i | -2.1 | 65* | i | -0.7 | -2.4 | i | i | 100* | i | i
O=C(OCCN1CCCCC1)C1(c2ccccc2)CCCC1 | i | -2.8 | i | i | -0.7 | 2.8 | i | i | i | i | i
COc1ccc(C2C(C(=O)NCc3ccccn3)c3ccccc3C(=O)N2C)cc1OC (centres undefined) | i | -1.6 | i | i | 0.8 | 1.8 | i | i | i | i | i
COc1cccc(CNC(=O)CCN2C(=O)[C@@H]3Cc4ccccc4CN3C2=O)c1 | i | -5.0 | i | i | 0.4 | 5.1 | i | i | i | i | i
CCOC(=O)C1(CC2CC2)CCN(Cc2cnc(-c3ccc(OC)cc3)nc2)CC1 | i | -6.9 | i | i | 5.8 | 1.1 | i | i | i | i | i
COc1ccc(Cl)cc1C(=O)Nc1ccc2c(c1)OCO2 | i | -10.5 | i | i | -2.3 | 4.9 | i | i | i | i | i
COc1ccc(-c2cc(C)nc(SCc3cccc(C(=O)O)c3)n2)cc1 | i | -14.4 | i | i | 1.7 | 0.5 | i | i | i | i | i
Continued:
SMILES | TRPC4 potent | hERG protect | TRPC4 act | TMEM16A act | HDAC3 inh | DYRK1A inh | KCNK3 block | KCNK9 inh | TMEM16A inh | KCNQ1 inh | KCNQ1 act
Oc1[nH]c2ccc(Br)cc2c1N=NC(=S)N1CCOCC1 | i | -19.7 | i | i | nt | 63.4* | i | i | i | i | i
CC1(C)CC(=O)C2=C(C1)N(c1ccccc1)C(N)=C(C#N)C2c1ccsc1 (centres undefined) | i | -11.4 | i | i | 8.1 | 5.1 | i | i | i | i | i
c1coc(CSCc2cn3cccnc3n2)c1 | i | -6.5 | i | i | -2.3 | -4.1 | i | i | i | i | i
CN(CC(=O)Nc1ccc(F)cc1)S(=O)(=O)c1ccc2c(c1)c(=O)n(C)c(=O)n2C | i | -3.9 | i | i | -6.1 | 2.4 | i | i | i | i | i
CCn1cc(C(=O)N2CCCC(C(=O)c3ccc4ccccc4c3)C2)cn1 (centres undefined) | i | -3.2 | i | i | 5.3 | 21.1 | i | i | i | i | i
COc1ccc(C)cc1N=Nc1ccc(O)c2ncccc12 | i | -6.8 | i | i | nt | 0.4 | i | i | nt | i | i
COc1ccc(C2C(C#N)=C(N)OC3=C2C(=O)CC(C)C3)c(OC)c1OC (centres undefined) | i | -6.9 | i | i | -3.4 | -5.4 | i | i | i | i | i
Cc1cc(=O)oc2cc(O[C@@H]3O[C@H](CO)[C@@H](O)[C@H](O)[C@H]3O)ccc12 | i | -14.8 | i | i | -0.7 | 3.6 | i | i | i | i | i
Cc1sc2ncn(CC(=O)NCCCC(=O)N3CCN(Cc4ccc5c(c4)OCO5)CC3)c(=O)c2c1C | i | -17.7 | i | i | -7.0 | nt | i | i | i | i | i
O=C(OCC1OC(n2ccc(=O)[nH]c2=O)C(Cl)C1O)c1ccccc1 (centres undefined) | i | -2.4 | i | i | 4.5 | -0.9 | i | i | i | i | i
O=C(N1CCOCC1)N(Cc1ccccc1)c1ccccn1 | i | -14.2 | i | i | -3.8 | 1.3 | i | i | i | i | i
Cc1ccc(C(=O)CSc2nccn2-c2ccccc2)cc1 | i | -13.8 | i | i | 8.6 | 2.5 | i | i | i | i | i
